KDM5B inhibitor – blocks human KDM5B histone demethylase activity. Q9UGL1. KDM5B demethylase, FDH-coupled NADH fluorescence (FDH is formaldehyde dehydrogenase). Potency, µM (top dose mostly 57.7 µM), for inactives: top-dose activity change, negative = inhibition, most hits filed as inhibitors. 220,000 compounds, 2.6% hits. AID 1347165; active = well fitted inhibition curve with a large enough effect; inconclusive = small, poorly fitted or top-dose-only effect; inactive = no such curve, though single readings can be large or run the other way; note: 0% is about no effect; nearly all actives have a fitted effect of over 70% in size
Target sequence (Q9UGL1 whole entry, looked up): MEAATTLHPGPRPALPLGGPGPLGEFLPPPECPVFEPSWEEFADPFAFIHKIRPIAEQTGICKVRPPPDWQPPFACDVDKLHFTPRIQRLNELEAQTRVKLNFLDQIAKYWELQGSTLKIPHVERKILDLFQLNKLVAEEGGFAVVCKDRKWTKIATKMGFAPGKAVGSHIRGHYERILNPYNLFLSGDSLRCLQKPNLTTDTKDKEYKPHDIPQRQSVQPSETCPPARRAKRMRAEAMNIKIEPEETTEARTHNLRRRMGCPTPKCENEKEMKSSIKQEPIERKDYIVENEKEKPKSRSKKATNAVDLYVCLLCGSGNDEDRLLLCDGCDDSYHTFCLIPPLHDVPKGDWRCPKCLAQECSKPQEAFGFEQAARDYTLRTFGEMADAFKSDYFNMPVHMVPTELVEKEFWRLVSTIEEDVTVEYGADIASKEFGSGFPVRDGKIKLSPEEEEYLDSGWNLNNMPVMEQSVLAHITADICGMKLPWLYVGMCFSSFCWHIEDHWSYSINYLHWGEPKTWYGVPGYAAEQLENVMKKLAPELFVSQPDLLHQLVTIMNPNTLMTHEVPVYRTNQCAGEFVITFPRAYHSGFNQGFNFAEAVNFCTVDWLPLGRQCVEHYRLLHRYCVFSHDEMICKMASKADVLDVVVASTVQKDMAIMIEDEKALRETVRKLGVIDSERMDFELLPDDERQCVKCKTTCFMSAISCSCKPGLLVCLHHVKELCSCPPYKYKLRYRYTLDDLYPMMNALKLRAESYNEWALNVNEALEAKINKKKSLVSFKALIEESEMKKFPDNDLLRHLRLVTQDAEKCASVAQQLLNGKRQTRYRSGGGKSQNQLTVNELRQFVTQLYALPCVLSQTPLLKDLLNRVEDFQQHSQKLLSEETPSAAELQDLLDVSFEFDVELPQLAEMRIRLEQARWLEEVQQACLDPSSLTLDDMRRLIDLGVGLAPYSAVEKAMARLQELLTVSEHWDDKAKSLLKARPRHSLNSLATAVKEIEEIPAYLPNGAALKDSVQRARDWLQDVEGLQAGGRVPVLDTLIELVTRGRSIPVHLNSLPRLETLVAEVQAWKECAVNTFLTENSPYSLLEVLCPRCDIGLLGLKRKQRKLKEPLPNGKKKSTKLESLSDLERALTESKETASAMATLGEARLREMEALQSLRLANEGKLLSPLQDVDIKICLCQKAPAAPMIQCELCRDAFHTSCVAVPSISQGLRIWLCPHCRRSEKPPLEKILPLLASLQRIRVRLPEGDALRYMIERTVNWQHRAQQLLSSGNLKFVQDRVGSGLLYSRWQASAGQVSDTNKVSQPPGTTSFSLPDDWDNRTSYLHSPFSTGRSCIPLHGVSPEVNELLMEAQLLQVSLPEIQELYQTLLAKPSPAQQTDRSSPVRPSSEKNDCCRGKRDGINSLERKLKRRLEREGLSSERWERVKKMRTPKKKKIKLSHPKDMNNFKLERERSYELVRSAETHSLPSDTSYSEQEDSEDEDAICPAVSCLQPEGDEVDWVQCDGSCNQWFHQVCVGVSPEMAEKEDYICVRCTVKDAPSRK
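Here, H3K4me3 peptide (12.5 µM in substrate mix) is demethylated by KDM5BΔAP, 200 nM final, after 10 min compound exposure. Formaldehyde product is coupled through FDH (0.25 U/mL in mix) to NADH fluorescence; 30-min ΔRFU feeds dose-response curves.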
Active calls of the source: *; ? = inconclusive; & = joins results of further samples; [ ] = remark or other dose. Potency is the fitted concentration of half-maximal effect.

SMILES	KDM5B inhibitor
CC(C)NC(=O)C[C@@H]1O[C@H](CNC(=O)c2cccc(F)c2)[C@@H](O)[C@H]1O	-11%[86.2 µM]
Cc1ccccc1C(=O)N1CCC(C(=O)NC(C)c2ccc(-n3ccnc3)cc2)CC1 (stereo unspecified)	25%
CCn1cc(S(=O)(=O)NCC(=O)N2CCCCCNC(=O)CC2c2ccccc2)cn1 (stereo unspecified)	24%
CC(=O)c1cc(C(=O)N2CCC(O)(c3ccc(C)cn3)CC2)c(=O)[nH]c1C	-5%
COCc1cc(CC2(NCc3ccc(CO)o3)COC2)no1	?
CC(=O)C(C)Sc1cc(-c2ccccc2)ncn1 (stereo unspecified)	11%
O=C(Nc1ccc(F)c(Cl)c1)C1CCN(S(=O)(=O)c2ccc3c(c2)CCCN3C(=O)C2CCC2)CC1	-1%
COCCC(=O)N1CCC2(CC1)CN(C(C)=O)CC2COC (stereo unspecified)	-22%
O=C(Cc1cccnc1)NCC(=O)N1CCCCCNC(=O)CC1c1ccccc1 (stereo unspecified)	-6%
Cc1ccc(C2Cn3nnc(C(=O)N4CCC(C(=O)NCc5cccc(C)c5)CC4)c3CO2)cc1 (stereo unspecified)	27%
COc1ccc(C(=O)COC(=O)c2cc(S(N)(=O)=O)ccc2F)c(OC)c1	16%
CCN1CCN(C(=O)c2ccc3c(c2)N(Cc2cc(C)ccc2C)C(=O)c2ccccc2S3(=O)=O)CC1	-22%
COc1cc(/C=C(\C#N)c2cccc(Cl)c2)c(Br)cc1OCc1ccc(F)cc1	1%
Cc1ccc(S(=O)(=O)N2CCCN(CCS(=O)(=O)CCC(N)=O)CC2)cc1	?
Cc1ccc(NS(=O)(=O)c2ccc3c(c2)n(C)c(=O)n3C)c(C)c1	31%&9%
CCOC(=O)N1CCN(Cc2nc3cc(NC(C)=O)ccc3n2C(C)C)CC1	?
C=Cc1ccc(Cn2c(C(=O)O)c(CNCc3ccc(F)cc3)c3ccc(C)cc32)cc1	?
Cc1nc2ccc(C(=O)Nc3ccc4c(c3)C(=O)N3CCC[C@H]3C(=O)N4)cc2s1	?
CN(Cc1ccccc1)Cc1nc2c(n1Cc1ccccc1)C(=O)N(Cc1ccccc1C#N)CCN2	-18%
Cc1[nH]c2ccc(C(=O)NCCc3ccccc3Cl)cc2c1C	?
COc1ccc(OCC(=O)NNc2nc3ccccc3s2)cc1	-1%
COc1ccccc1N1CCN(CCCS(=O)(=O)c2ccc(Cl)cc2)CC1	0%
NC(=O)NCC(=O)N1CCc2cc(S(=O)(=O)NCc3cccs3)ccc2C1	10%
O=C(Nc1ccc(C(F)(F)F)cc1)c1nn(C2CCS(=O)(=O)C2)c2c1CCCC2 (stereo unspecified)	5%
CCCS(=O)(=O)NCCc1ncc(C)n1CC1CC1	40%
O=C(NC1CCS(=O)(=O)C1)C1CCN(c2cnn(Cc3ccccc3)c(=O)c2)C1 (stereo unspecified)	-16%
COc1ccc(C2=NS(=O)(=O)N(C)C(C(=O)N(C)C3CCCCC3)=C2)cc1	-27%
O=C(NCc1cccs1)c1ccc2ccccc2n1	13%
O=S(=O)(c1cc(F)ccc1F)N1CCN(Cc2ncc(-c3ccc(F)cc3)o2)CC1	3%
CCCCN1C(=O)[C@@H]2C[C@@H](O)CN2C2(CN(C3CCOCC3)C2)C1=O	7%[86.2 µM]
Cc1nc2ccccn2c(=O)c1NC(=O)c1ccccc1Cl	?
CC(O)CNc1nc2c(c(=O)n(C)c(=O)n2C)n1CCc1ccccc1 (stereo unspecified)	10%
CC(NC(=O)CSc1ccccc1F)c1nc2ccccc2[nH]1 (stereo unspecified)	-12%
CN(Cc1cccnc1)c1nc2c(c(=O)[nH]1)CCN(Cc1ccc(F)cc1F)CC2	11%
CCOc1ccc(NC(=O)Cn2c(N3CCN(c4ccccc4)CC3)nc(C)cc2=O)cc1	-23%
Cc1ccccc1C(=O)Nc1nnc(SCc2cc(=O)c3c(C)ccc(C)c3[nH]2)s1	-22%
CC(C)N1C[C@H](O)C[C@H]1c1nnc2n1CCN(C(=O)c1ccccc1)CC2	-13%
COc1cc(Cl)c(C)cc1NC(=O)CSc1cc(=O)n(C)c2cc(Cl)ccc12	2%
CCOc1ccccc1NC(=O)CSc1nc2ccsc2c(=O)[nH]1	23%
O=C(NCCCN1CCCC1)c1cccnc1	4%
Cc1cc(-c2ccc(N=Cc3sccc3C)c(C)c2)ccc1N=Cc1sccc1C	-28%
O=C(O)c1ccc(NC(=O)c2ccc3c(c2)C(=O)N(c2ccccc2)C3=O)cc1	38%[activator]
CNC(=O)COc1ccc(C(=O)c2ccc(F)cc2)cc1	8%
Cc1nc(-c2ccccc2)sc1-c1ccc(SCC(=O)NCc2ccc(Cl)cc2)nn1	2%
CC(C)(C)NC(=O)CNc1nc(C(F)(F)F)nc2ccccc12	-5%
Cc1nn(-c2ccccc2)c(OC(=O)c2ccccc2)c1S(=O)(=O)c1ccccc1	?
COc1cc(CNC(=O)[C@H]2CCC[C@H]2NC(=O)c2ccncc2)cc(OC)c1	-1%
CC(C)[C@H]1CN(CCS(C)(=O)=O)C[C@@H]1NC(=O)c1ccco1	39%
CC(C)(C)OC(=O)N1CCC(c2c(C(=O)O)cnn2-c2ccc(F)cc2F)CC1	-6%
O=C(NNC(=O)C1CCCC1)c1ccc([N+](=O)[O-])cc1Cl	9%
O=C(CSc1nc2ccccc2o1)c1c[nH]c2ccccc12	-1%
Cn1cc(CN2CCCC(CCc3cccc(C(F)(F)F)c3)C2)cn1 (stereo unspecified)	-8%
COc1ccc(C(C)=O)cc1-c1cccc(C(F)(F)F)c1	5%
Cc1ccc2nc(/C(C#N)=C/c3ccc4oc5ccccc5c4c3)[nH]c2c1	19%
Cc1cc(=O)oc2cc(OCC(=O)OCC(=O)Nc3ccccc3Br)ccc12	0%
CCOc1ccc(C(=O)NN)cc1	38%
CCC1c2ccsc2CCN1C(=O)COc1ccc2c(C)cc(=O)oc2c1 (stereo unspecified)	?
Cc1ccc(Nc2cc(=O)[nH]c(=O)[nH]2)cc1C	?
CCC1=Nc2ccccc2N=C(NC(=O)c2ccccc2)C1c1ccc(OC)c(OC)c1 (stereo unspecified)	-14%
CC(C)c1ccc(NC(=O)CN2C(=O)C3(SCC(=O)N3c3ccc(F)cc3)c3ccccc32)cc1 (stereo unspecified)	-10%

Remaining list, next part
SMILES	KDM5B inhibitor
Cc1cnc(NC(=O)CN(C)S(=O)(=O)c2ccc(Cl)cc2)s1	8%
O=C(NCc1cnccn1)c1nc(-c2ccccc2)cc2[nH]ccc12	190%[activator][86.2 µM]
Cc1cc2nc3n(c(=O)c2n1CC(=O)Nc1ccccc1C(C)C)CCCCC3	-13%
COc1ccccc1CN1CCC(CN(CC(C)C)C(=O)C2CCCN2)CC1 (stereo unspecified)	25%
COc1ccc(C(=O)NC(C(=O)NC(C)C(C)C)C2CCN(C(=O)CC(C)(C)C)CC2)cc1 (stereo unspecified)	-13%
CCCCc1cc(=O)oc2cc(OC(C)C(=O)NCc3ccncc3)c(Cl)cc12 (stereo unspecified)	-17%
COc1ccc(-c2cc(C(=O)N3CCC3)c3ccccc3n2)cc1	389%[activator]
CC(=O)NC1CCCc2c1[nH]c1ccc(Cl)cc21 (stereo unspecified)	-5%
CN(C(=O)CSc1nc(-c2ccccc2)no1)C1CCCCC1	-3%
COc1cccc(NC(=O)N2CC[C@H]3CC(=O)N(c4ccccc4)CC[C@H]3C2)c1	-10%[86.2 µM]
COc1ccc2c(c1)-c1nc(NC(=O)c3ccc(C)cc3)sc1CC2	?
Cc1ccc(S(=O)(=O)N2CCCC(Cn3cnc4cccnc43)C2)cc1C (stereo unspecified)	26%

The list goes on; it opens with the 2 that closed the last part.
SMILES	KDM5B inhibitor
COc1ccc2c(c1)-c1nc(NC(=O)c3ccc(C)cc3)sc1CC2	?
Cc1ccc(S(=O)(=O)N2CCCC(Cn3cnc4cccnc43)C2)cc1C (stereo unspecified)	26%
Cc1ccc(SCCC(=O)NCCC(C)C)cc1	26%
O=C1Cc2c(-c3ccc(N4CCOCC4)cc3)n[nH]c2CN1CCc1ccncc1	22µM*
O=C(c1ccccn1)N1CCC(N2CCNC2=O)CC1	30%[activator][149 µM]
CC(C)N1C(=O)C(O)(CC(=O)c2cccnc2)c2ccccc21 (stereo unspecified)	19%
CCN(C(=O)COC(=O)CN(C)S(=O)(=O)c1ccc(NC(C)=O)cc1)C1CCS(=O)(=O)C1 (stereo unspecified)	23%
CC(NCc1ccccc1)C(=O)O (stereo unspecified)	2%
O=C(C[C@@H]1CCNC[C@@H]1Cc1cc(-c2ccccc2)on1)N1CCc2ccccc2C1	?
O=C(CC(c1ccccc1)c1ccc(Cl)cc1)N1CCOCC1 (stereo unspecified)	8%
Cc1ccc(C(=O)Nc2cnc(-c3ccc(Cl)cc3)nc2)s1	?
O=C(Nc1ccc(Cl)c(-c2nc3ncccc3o2)c1)c1ccco1	-11%
COCC1CN(C(=O)c2ccc(C#N)cc2)CC12CCOCC2 (stereo unspecified)	12%
Cc1cc(C(F)(F)F)nn1CC(=O)N1CC[C@H](CO)[C@H](NC(=O)C2CC2)C1	5%
O=C(O)CSCc1ccc(Br)cc1	14%
O=C(NCCN1CCCCC1)C1(CCO)CCN(c2ncccn2)C1 (stereo unspecified)	25µM*
COc1ccc(OC)c(C(C)NC(=O)CCc2c(C)c3ccc(OC)cc3oc2=O)c1 (stereo unspecified)	?
O=C1NCCCCCCN(C(=O)Nc2ccc3c(c2)OCCO3)[C@H]2CCC[C@@H]12	-4%
COc1ccc(CNC(=O)CSc2ncc3c(n2)-c2cc(Cl)ccc2N(C)S3(=O)=O)cc1	?
COc1ccc(-c2cc(N3CCC(NC(=O)Cc4ccccc4Cl)CC3)n[nH]2)cc1	-3%
CC(C)NC(=O)N(C1CC1)C1CCOC2(CCN(C(=O)CCc3ccccc3)CC2)C1 (stereo unspecified)	-15%
Fc1ccc(CNCCN2CCCC2)cc1	16%
CC(=O)Nc1sc(N/N=C/c2ccccc2F)nc1-c1ccc(C)cc1	-11%
CC(C)NC(=O)NC[C@H]1Cn2c(-c3ccc4c(c3)OCO4)cnc2CO1	?
O=C(NC[C@H]1Cn2c(-c3ccc(F)cc3)cnc2CO1)C1CC1	-2%[86.2 µM]
Cc1cccc(NC(=O)c2oc3c(c2C)-c2[nH]ncc2CC3)c1C	?
Cn1ccnc1CNCC1(COc2cccnc2)C[C@@H](O)[C@@H](O)C1 (stereo partly specified)	?
CC(C)COc1ccc(C(=O)NCC2OCCc3ccccc32)cc1 (stereo unspecified)	10%
CC(C)(C)c1nnc2sc(-c3ccc4c(c3)OCO4)nn12	?
O=C(c1cc2ccccc2cc1O)N1CCCC(C(F)(F)F)C1 (stereo unspecified)	?
O=C(c1ccsc1)N1CC[C@@H]2COCCN(Cc3ccccc3)[C@@H]2C1	-23%
COC(=O)CNC(=O)c1cc(-c2ccc([S+](C)(=O)[O-])cc2)nc2c1cnn2C	?
O=C(CNCC1CCCO1)Nc1ccc([N+](=O)[O-])cc1C(=O)Nc1ccccc1F (stereo unspecified)	-1%
COc1cccc(-c2ccc(CN3CCN(c4ccc(Cl)nn4)C(=O)C3)cc2)c1	1%[115 µM]
COc1ccc(-c2cn3nc(N4CCC(C(=O)NCc5cccc(Cl)c5)CC4)sc3n2)cc1	-9%
COc1cc(CN2C[C@@H](CO)[C@H](C3CCN(C(C)=O)CC3)C2)ccc1F	-7%
CN1C(=O)c2cccn2CC1C(=O)NCc1cccs1 (stereo unspecified)	-3%
CCCCCS(=O)(=O)c1oc(-c2cccs2)nc1S(=O)(=O)c1ccc(C)cc1	?
Cc1cccc(N2CCN(S(=O)(=O)c3ccc(-c4cnc(C5CC5)o4)cc3)CC2)c1C	-6%
Cc1cccc(NC(=O)CSc2nnc(CC3CCS(=O)(=O)C3)n2C)c1 (stereo unspecified)	15%
Cc1ccc(NC(=O)NCC2CCN(Cc3cc(C)ccc3Cl)CC2)c(C)c1	-40%
Cn1c([C@H]2CCN(Cc3cnc4ccccc4c3)C2)nc2ccccc21	?
O=C(Nc1cccc(-c2ccco2)c1)C1CCN(C(=O)NCc2ccco2)CC1	?
CCC(c1ccccc1)N1Cc2cc(NS(=O)(=O)c3ccc(F)cc3)ccc2OC(C)C1=O (stereo unspecified)	-25%

Grouped by structure: those above containing an NH in an aromatic ring (14)
SMILES	KDM5B inhibitor
CC(=O)c1cc(C(=O)N2CCC(O)(c3ccc(C)cn3)CC2)c(=O)[nH]c1C	-5%
Cc1[nH]c2ccc(C(=O)NCCc3ccccc3Cl)cc2c1C	?
CC(NC(=O)CSc1ccccc1F)c1nc2ccccc2[nH]1 (stereo unspecified)	-12%
CN(Cc1cccnc1)c1nc2c(c(=O)[nH]1)CCN(Cc1ccc(F)cc1F)CC2	11%
Cc1ccccc1C(=O)Nc1nnc(SCc2cc(=O)c3c(C)ccc(C)c3[nH]2)s1	-22%
CCOc1ccccc1NC(=O)CSc1nc2ccsc2c(=O)[nH]1	23%
O=C(CSc1nc2ccccc2o1)c1c[nH]c2ccccc12	-1%
Cc1ccc2nc(/C(C#N)=C/c3ccc4oc5ccccc5c4c3)[nH]c2c1	19%
Cc1ccc(Nc2cc(=O)[nH]c(=O)[nH]2)cc1C	?
O=C(NCc1cnccn1)c1nc(-c2ccccc2)cc2[nH]ccc12	190%[activator][86.2 µM]
CC(=O)NC1CCCc2c1[nH]c1ccc(Cl)cc21 (stereo unspecified)	-5%
O=C1Cc2c(-c3ccc(N4CCOCC4)cc3)n[nH]c2CN1CCc1ccncc1	22µM*
COc1ccc(-c2cc(N3CCC(NC(=O)Cc4ccccc4Cl)CC3)n[nH]2)cc1	-3%
Cc1cccc(NC(=O)c2oc3c(c2C)-c2[nH]ncc2CC3)c1C	?

Not all compounds are listed; the hit share may differ from the screen's.
